# CHOP inhibitor – blocks CHOP induction under ER stress; AID 2732; inhibition, % at 10 µM; hit rate 3.8% among 220,000; CHO-K1 CHOP-promoter luciferase, tunicamycin-induced, 15-18 h;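 active = compounds that reduced the stress-induced luciferase reporter signal by more than about 70% of percent inhibition, limit read from the data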;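 note: 0% = tunicamycin plus vehicle and 100% = wells without tunicamycin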
# PPC-1+TRAIL kill – PPC-1 cancer cell killing with TRAIL present; PPC-1 cells + TRAIL, ATPLite viability luminescence; cell killing (% activity), % at 4 µM; hit rate 0.41% among 220,000;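 active = cell killing above 50% in the first pass at 4 µM, then a duplicate retest at 5 µM averaging 50% or more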;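 note: plate controls were cells with TRAIL plus DMSO for no effect and medium-only wells lacking cells for full effect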
# TNF death inh – inhibitors of TNF-alpha induced necroptosis in Jurkat FADD-/- cells; activation (protection from cell death), % at 10 µM; AID 463075; Jurkat FADD-/- TNF necroptosis rescue, ATP luminescence, 24 h; 0 = TNF only, 100 = no-TNF cells; hit rate 0.068% among 220,000;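 active = activation, meaning protection from cell death, of at least 50% relative to plate controls; inactive = activation below 50%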;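 note: necroptosis triggered by 40 ng/mL TNF-alpha added together with compound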
# TRPML3 ag – activates the human TRPML3 channel. HEK293 TRPML3-YFP, Fluo-8 calcium fluorescence; 100% = the carbachol control signal. Q8TDD5. activation, % at 3 µM. hit rate 0.29% among 220,000;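 active = activation above its plate's cutoff, the mean activation of the plate's test wells plus 3 SD, cut at about 12% in these data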;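 note: 0% = DMSO only wells and 100% = carbachol wells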
# Target sequence (Q8TDD5 whole entry, looked up): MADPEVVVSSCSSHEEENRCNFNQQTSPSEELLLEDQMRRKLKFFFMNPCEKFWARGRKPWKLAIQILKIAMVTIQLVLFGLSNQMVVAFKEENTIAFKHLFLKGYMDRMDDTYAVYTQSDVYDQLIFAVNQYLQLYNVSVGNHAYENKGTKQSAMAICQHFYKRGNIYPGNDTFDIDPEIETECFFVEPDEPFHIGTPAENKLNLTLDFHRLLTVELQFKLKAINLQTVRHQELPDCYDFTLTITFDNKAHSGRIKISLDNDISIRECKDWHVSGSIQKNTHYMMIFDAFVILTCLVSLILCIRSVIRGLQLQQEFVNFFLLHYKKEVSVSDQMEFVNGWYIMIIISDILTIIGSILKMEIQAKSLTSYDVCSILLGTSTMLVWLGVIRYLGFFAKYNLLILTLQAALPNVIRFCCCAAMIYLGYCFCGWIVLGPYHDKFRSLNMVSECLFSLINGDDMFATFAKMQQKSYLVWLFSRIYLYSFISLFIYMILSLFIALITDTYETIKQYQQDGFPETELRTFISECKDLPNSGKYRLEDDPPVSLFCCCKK
#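 Test system: TRPML3-YFP stable HEK293 cells. Doses: single point at 3 µM. Incubation: dye loading 1 h 37 °C then 30 min ambient, 125 s read. Signal: Fluo-8 calcium dye fluorescence, ex 470-495, em 515-575 nm. Measure: percent activation from peak-to-basal fluorescence ratio, scaled between DMSO and carbachol.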
# Wee1 degr inh – blocks degradation of human Wee1 kinase | HeLa Luc-Wee1K328M stability, luciferase luminescence; 100% = proteasome inhibitor MG132 effect | P30291 | AID 1321 | hit rate 1.2% among 220,000 | reporter increase, % at 5 µM;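 active = activation above the mean of all tested compounds plus 3 SD, set per screening run, cut at about 8.8% in these data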;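 note: cells exposed to compound for 20 h before luminescence read; 0% = DMSO alone and 100% = MG132 at 30 µM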
# BaF3 parental – parental Ba/F3 viability inhibition as JAK2V617F counter-screen; hit rate 1.1% among 220,000; AID 1486; CellTiter-Glo ATP luminescence; inhibition, % at 5.6 µM;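 active = inhibition above a per-campaign cutoff, the mean inhibition of all tested compounds plus 3 SD, cut at about 27% in these data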;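 note: 0% = DMSO wells and 100% = JAK Inhibitor I control wells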
# RBBP9 inhibitor – human RBBP9 hydrolase inhibition | recombinant RBBP9, FP-Rh probe fluorescence polarization | inhibition, % at 7.94 µM | hit rate 0.2% among 220,000;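 active = inhibition above the campaign mean of all tested compounds plus 3 SD, cut at about 14% in these data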;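 note: plate controls were DMSO wells with RBBP9 for no effect and wells lacking RBBP9 protein for full effect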
# Target sequence (O75884 whole entry, looked up): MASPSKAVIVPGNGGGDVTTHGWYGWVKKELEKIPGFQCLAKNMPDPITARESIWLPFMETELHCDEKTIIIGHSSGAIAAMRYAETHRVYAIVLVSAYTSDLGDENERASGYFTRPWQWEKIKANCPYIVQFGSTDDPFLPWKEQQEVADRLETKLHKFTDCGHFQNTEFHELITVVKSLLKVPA
#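 system = RBBP9 protein | input = RBBP9 at 2.5 µM in dispensed solution, before mixing | measured by = fluorescence polarization (mP), excitation 525 nm, emission 598 nm | incubation = enzyme-compound preincubation 30 min, then probe labeling 45 min, 25 °C | buffer or medium = Tris-NaCl-Pluronic buffer, pH 8.0 | compound = single dose 7.94 µM | also added = FP-Rh probe, 375 nM dispensing solution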
# Ba/F3 V617F tox – loss of viability in JAK2V617F-driven Ba/F3 cells; Ba/F3 EpoR-JAK2V617F viability, ATP luminescence; inhibition, % at 5.6 µM; hit rate 1.1% among 220,000;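 active = inhibition above the campaign mean plus 3 SD over all tested compounds, cut at about 24% in these data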;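 note: cytokine-independent growth of Ba/F3 cells driven by EpoR plus mutant JAK2; 0% = DMSO-treated cells and 100% = JAK inhibitor I control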
# zfTRPN1 agonist – zebrafish TRPN1 (NompC) channel agonism. HEK293 zebrafish TRPN1-YFP, Fluo-8 calcium fluorescence; 100% = response to 87 µM carbachol. activation, % at 3 µM. hit rate 0.18% among 220,000. AID 1424;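 active = activation above its plate's cutoff, the mean activation of test wells on that plate plus 3 SD, cut at about 19% in these data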;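 note: 0% = DMSO alone and 100% = 87 µM carbachol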
#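 System: zebrafish TRPN1-YFP in HEK293 cells / Dosing: 3 µM single point / Timing: dye loading 1 h at 37 °C, then 30 min room temperature / Signal: Fluo-8 calcium fluorescence, excitation 470-495 nm, emission 515-575 nm / Read-out basis: percent activation from peak over basal fluorescence ratio, control-normalized / Control set: high carbachol 87 µM, low DMSO alone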
# Starred values were filed as active, the others as inactive; . = no result given; [ ] = remark or other dose. Random draw from the library, and some 6.8% of all compounds hit somewhere here.
# Value order – CHOP inhibitor, PPC-1+TRAIL kill, TNF death inh, TRPML3 ag, Wee1 degr inh, BaF3 parental, RBBP9 inhibitor, Ba/F3 V617F tox, zfTRPN1 agonist
- O=C(Nc1nnc(Cc2ccc([N+](=O)[O-])cc2)s1)Nc1ccccc1F
→ 74*, 19, 1.1, 0.7, 2, 4, -7, -2, -0.1
- O=c1nc(Nc2ccc(Br)cc2)sc2ccc([N+](=O)[O-])cc12
→ 10, -11, 5.6, 1.5, 0, -5, -2, -2, 2.4
- CCC(C)(C)NC(=O)Cc1ccc(OC)c(OC)c1
→ 3, 6, -0.3, 1.1, -1, 0, -2, -4, 0.8
- O=C(CSc1nc2ccccc2[nH]1)N1CCN(c2ccccc2)CC1
→ 20, 9, -1.2, -0.1, 0, 2, -4, 5, -1.7
- COc1ccc(CCNC(=O)CSc2nccc(=O)[nH]2)cc1OC
→ 16, ., -1.1, -0.4, 0, 17, -9, 0, 1.1
- COc1ccc(-c2[nH]ncc2/C=N\NC(=O)c2ccc(C(C)(C)C)cc2)cc1OC
→ 45, 21, 5.4, 0.1, -1, -2, -7, 2, -1.6
- O=C(CNC(=O)c1ccco1)OCc1ccc(C(=O)c2ccccc2)cc1
→ 23, 0, -0.4, 1.6, -4, 0, 0, -2, 4.1
- O=S(=O)(CCc1ccccc1)N1CCOCC1
→ -24, -9, 0.8, 0.9, 2, 1, -1, -4, -0.2
- O=C(NO)c1ccc(C(=O)N(C2CCCCC2)C2CCCCC2)cc1
→ 36, 16, -7.9, -0.9, 4, 8, 5, 2, -2.2
- Cc1ccc(O)c(NC(=O)c2cc3nc4c(c(C(F)(F)F)n3n2)CCc2ccccc2-4)c1
→ 27, 14, -1.8, 0.8, -1, -1, -2, 0, 1.0
- O=C(N/N=C/c1c(Cl)[nH]c2ccccc12)c1sc2ccccc2c1Cl
→ 44, 10, -1.3, 0.5, 2, 6, -18, -3, 1.6
- CC(C)CCNC(=O)Cn1c(=O)oc2cc(S(=O)(=O)N3CCc4ccccc43)ccc21
→ 38, 7, 0.7, 0.2, 1, 6, -12, -2, -0.6
- Cc1ccc(-n2c(CCC(=O)O)ccc2-c2cccs2)cc1
→ 4, 11, 1.4, 1.2, -4, 9, -4, -1, 0.4
- Cc1nn2c(CN(C(=O)CN3CCOCC3)c3ccccc3)nnc2c2ccccc12
→ 10, 5, 2.7, 0.2, -3, 13, -2, 8, 1.3
- Clc1ccc(-c2nnc(-c3ccccc3)c(-c3ccccc3)n2)cc1
→ 1, 16, 2.5, 0.7, 0, -3, -12, -3, 0.0

# New compounds follow.
# Value order – CHOP inhibitor, PPC-1+TRAIL kill, TNF death inh, TRPML3 ag, Wee1 degr inh, BaF3 parental, RBBP9 inhibitor, Ba/F3 V617F tox, zfTRPN1 agonist
- CCOc1ccc(CCN2C(=O)C3C4C=CC(C4)C3C2=O)cc1OCC (configuration not stated)
→ 3, 18, -0.2, 0.4, 0, 1, -2, 2, 0.8
- Cn1nnc2ccccc2c1=O
→ 6, 12, -0.9, 0.1, -1, 1, -11, 5, 1.1
- Cc1cc2n(n1)SC(Nc1ccc(F)c(Cl)c1)N2 (configuration not stated)
→ -20, -13, 1.9, 0.2, 0, 3, -7, -1, 5.2
- O=C(CCSc1ccccc1)Nc1nnc(-c2ccccc2)o1
→ -13, 14, 0.2, -1.1, 1, 2, 4, -1, -0.7
- COc1ccc2c(c1)CCc1c(C(=O)N3CC4(C)CC3CC(C)(C)C4)noc1-2 (configuration not stated)
→ 13, -11, 1.6, 2.5, 1, 7, -9, -2, -1.9
- CC(C)(C)NC(=O)CSc1nc(O)cc(=O)n1-c1ccccc1
→ -4, 27, 0.6, 0.3, -2, 2, -7, -2, 0.9
- O=C(O)CCNS(=O)(=O)c1ccc2c(c1)Cc1ccccc1-2
→ 21, 8, 1.3, 0.5, -1, 2, -4, 3, -0.7
- CC(C)C(NC(=O)OCc1ccccc1)C(=O)OCC(=O)NC1CC1 (configuration not stated)
→ -2, -30, -0.5, 0.3, 1, 10, 0, 5, 0.4
- CCc1ccc(C(=O)Nc2nnn(CC)n2)cc1
→ 21, 63*[5 µM], -0.8, 0.3, 2, 5, 1, -2, -1.2
- O=C(Nc1cccc(S(=O)(=O)N2CCOCC2)c1)c1ccc2c(=O)n3c(nc2c1)CCCCC3
→ 1, 27, -7.5, 2.2, 0, 7, -9, 1, 6.2
- O=C(O)COc1ccc(F)cc1Br
→ -5, 6, 2.6, 0.9, -2, 1, -4, -4, -0.8
- CC(=O)Nc1ccc(C(=O)CSc2nnc3scc(-c4ccccc4)n23)cc1
→ 5, 16, -2.2, -0.2, 0, 0, -16, -3, 0.8
- CCOc1cc(/C=C/c2cc(C(F)(F)F)[nH]c(=O)n2)ccc1O
→ 39, -12, -5.0, 0.2, 1, 2, -6, 0, 0.1
- Cc1ccc(NC2Sc3ccccc3NC2=O)cc1 (configuration not stated)
→ -34, 24, -4.2, 0.6, 2, 3, -12, 0, 1.3
- CC(C)c1nc2sc3c(=O)n(N)cnc3c2c2c1COC(C)(C)C2
→ 13, 19, 1.5, 1.2, 0, 6, 0, -2, 1.3

# Other compounds follow.
# Value order – CHOP inhibitor, PPC-1+TRAIL kill, TNF death inh, TRPML3 ag, Wee1 degr inh, BaF3 parental, RBBP9 inhibitor, Ba/F3 V617F tox, zfTRPN1 agonist
- CC(=O)Oc1ccc(C(=O)[C@H]2[C@H]3C(=O)N(c4ccc(C)cc4)C(=O)[C@H]3[C@@H]3C=CC=NN32)cc1
→ 11, 29, 1.4, 1.0, -1, 7, -12, 4, 1.4
- COc1ccc(/C=N/NC(=O)c2cc(C)n(-c3ccccc3)c2C)cc1OC
→ 12, 7, -2.2, -0.6, 2, 12, -8, 2, 0.0
- CCOC(=O)C1(CC2CCCCO2)CCN(C(=O)NCc2ccccc2)CC1 (configuration not stated)
→ 14, 0, 0.5, 0.1, 0, -1, -4, -2, 0.7
- COc1ccc(C)cc1NC(=O)CCS(=O)(=O)c1cccc2nonc12
→ 13, 42, -1.0, -0.1, -2, 7, -18, 6, -0.4
- O=C(/C=C/c1cccc(Cl)c1)NCc1ccncc1
→ 9, 2, 1.8, -0.5, 0, 8, -4, 4, -0.4
- Cc1ccc(C)c2[nH]c(=O)c(CN(Cc3cccnc3)C(=S)NCc3ccco3)cc12
→ 2, -4, 3.4, 3.1, 2, 0, -9, 0, 0.7
- Cc1cc(/C=N/NC(=O)c2ccccn2)c(C)n1-c1cccc([N+](=O)[O-])c1
→ 7, 20, -0.9, 0.6, 0, 3, -6, 0, 0.0
- NS(=O)(=O)c1ccc(CCn2c(=S)[nH]c3ccccc3c2=O)cc1
→ 31, 4, 2.8, 2.7, -4, -7, 0, 2, 4.2
- CC(=O)c1ccc(NC(=O)COC(=O)CCC(=O)c2cccs2)cc1
→ 19, -1, 1.1, 0.6, -2, 8, -8, -2, 0.6
- CCCn1c(C)cc(/C=C(\C#N)C(=O)OCC(=O)NC(=O)NC(C)(C)C)c1C
→ 35, 2, -0.8, 0.8, 0, 2, 1, 2, 0.1
- Clc1ccc(CNc2ccc3nnc(-c4ccccc4)n3n2)cc1
→ 66, 15, -2.2, 0.8, -2, 2, -10, -1, -0.8
- CCCNC(=O)COC(=O)c1cccnc1Nc1ccccc1F
→ -7, -5, 1.0, -0.7, -2, 0, 0, 1, -3.0
- O=S(=O)(NCCC1=CCCCC1)c1cccc(S(=O)(=O)N2CCOCC2)c1
→ 5, 11, -0.8, 1.9, -2, 8, -2, 1, 7.1
- Clc1ccc(C2=NCCN2)cc1
→ 4, 21, 0.0, 0.8, 4, 8, 0, 2, 1.4
- O=S(=O)(Nc1cc(Sc2cccc3cccnc23)c(O)c2ccccc12)c1ccc(F)cc1
→ 107*, 34, -6.4, -0.2, 1, 3, 2, -3, -1.0

# New compounds follow:
# Value order – CHOP inhibitor, PPC-1+TRAIL kill, TNF death inh, TRPML3 ag, Wee1 degr inh, BaF3 parental, RBBP9 inhibitor, Ba/F3 V617F tox, zfTRPN1 agonist
- CC(C)(C)c1cc(NS(=O)(=O)c2ccc3c(c2)OCCO3)on1
→ 43, 23, -0.9, 0.0, 1, 1, -7, -4, -1.6
- Cc1c(C(=O)Oc2cccc3ccccc23)cnn1-c1ccccc1
→ 41, 5, -2.0, -0.8, -2, 2, 4, -3, -0.6
- COc1cc2c(cc1OC)CN(CC(=O)Nc1ccc3c(c1)OC(F)(F)O3)CC2
→ 38, 4, 1.7, -0.8, 3, 2, -2, -4, 0.6
- COc1cc(/C=C/C(C)=O)cc(OC)c1OC
→ -52, 23, 4.0, 0.5, -2, 5, -1, 3, 1.4
- O=C(CCNS(=O)(=O)c1cccc2nonc12)N1CCN(c2cccc(Cl)c2)CC1
→ 16, 12, -1.5, 0.0, -2, 10, -5, 1, -0.1
- O=Cc1cnc(N2CCN(Cc3ccccc3)CC2)s1
→ -4, 15, -1.2, 0.8, 1, 7, 0, 0, 0.3
- CCOC1(c2ccccc2)OC(=O)c2ccccc21 (configuration not stated)
→ -5, 15, 0.1, -1.3, -1, 5, -9, -2, -2.4
- CC(CO)N1CCS(=O)(=O)CC1 (configuration not stated)
→ -14, -13, -0.5, 1.0, -1, -4, 1, 0, 1.2
- CCOc1ccc(NC(=O)CN2CCN(CC(=O)Nc3ccc4c(c3)OCCO4)CC2)cc1
→ 9, -10, 1.2, 0.9, 0, 1, -1, -5, 2.5
- O=C(Nc1cccc(F)c1)N1CC=C(n2c(=O)[nH]c3ccccc32)CC1
→ 13, 12, -0.8, 1.5, 0, 10, -6, 3, 3.8
- CCOC(=O)c1cc(-c2ccc(OC)cc2)n(CCC(=O)NCCN2CCC(C)CC2)c1C
→ 7, 8, -4.7, 0.5, -1, 11, -2, 9, 1.8
- CC(C)Cn1c(=S)[nH]c2ccccc2c1=O
→ 35, 18, 0.2, 0.3, -1, 5, 2, 1, -0.4
- Cn1c(-c2ccccc2Br)n[nH]c1=S
→ ., ., -2.3, 1.0, 1, 2, -6, -1, 0.3
